D3 ag = qHTS of D3 Dopamine Receptor Agonist: qHTS; D(3) dopamine receptor (Homo sapiens), P35462; D3R DiscoveRx beta-arrestin cells, luminescence, 90 min; max activation, %; actives 0.58% (n = 410,000); in the data active means max activation above about 30%; further: 0% is about no effect; mostly tested at two doses, the higher about 12 µM
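Agonist-mode cell screen: cells plated at 1500/well and incubated overnight at 37 °C, then exposed to library compounds for 90 min at 37 °C. Detection reagent was added for 30–60 min at room temperature, and luminescence was read.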
PTHR1 agonist = qHTS for PTHR1 Agonists: Primary Screen | AID 743266, 2014 | actives 0.075% (n = 410,000) | HEK293 GP2 PTHR1 cells, GloSensor cAMP luminescence, 1 h | Potency, µM (highest dose often 115 µM), without a hit: at the highest dose activation, usual class: activators; further: potency means the concentration at half of the fitted maximal effect; nearly all actives have a fitted effect of over 55% in size; some results filed as inactive show a strong effect at the top dose; inactives centre near -15; many of its hits are not listed in these tables
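HEK-293-derived GP2 cells expressing PTHR1 and a GloSensor cAMP reporter, 3,000/well, plated overnight, given luciferin plus IBMX (each 0.5 mM as added) for 1 h at 37 °C, then compound for 1 h at 37 °C. Luminescence was read after 15 min at room temperature.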
DRD3 antagonist = qHTS of D3 Dopamine Receptor Antagonist: qHTS; D(3) dopamine receptor (Homo sapiens), P35462; D3R cells, DiscoveRx beta-arrestin luminescence, antagonist mode; stronger effect = lower value; max response, negative = inhibition, %; actives 2.5% (n = 360,000); in the data active means max response below about -50%; inconclusive means no clear call, values can overlap the other calls; further: on the % scale 0 is the no-effect control and ±100 the full control effect; mostly tested at two doses, the higher about 12 µM
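Cells plated overnight at 1500 cells/well, then exposed to library compounds with dopamine controls for 90 minutes at 37 degrees C. DiscoveRx reagent added for 30–60 minutes at room temperature; luminescence read, quantitative HTS format.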
CCT modulator = High-Throughput Screening for Modulators of Cytosolic Chaperonin Activity. purified chaperonin ATPase assay, HTRF ADP detection, 30 min. activity change, % (concentration not given with the values), hits read low. actives 0.3% (n = 360,000). AID 651819, 2012; in the data active means activity change below about -30%; further: on the % scale 0 is the no-effect control and ±100 the full control effect
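First, chaperonin was dispensed at 40 nM or 20 nM final depending on batch activity. Next, compounds were pinned at 76 uM and ATP added at 10 uM. After 30 min at 37 °C, ADP detection reagents ran 30 min at ambient temperature.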
pAkt inh = HTS Assay for Inhibitors of Akt Phophorylation: Primary Screen; Neuro2A IGF-stimulated pAkt S473 HTRF, 20 min; stronger effect = lower value; activity change, % for hits at 50 µM; actives 0.32% (n = 360,000); AID 651550, 2012; in the data active means activity change below about -80%; inconclusive means mostly about -51% to -80%; further: on the % scale 0 is the no-effect control and ±100 the full control effect
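Neuro2A cells (4,500/well, DMEM with 0.5% FBS) were treated with compound at a single 50 µM final concentration, stimulated with 6 nM IGF for 20 min at 37 °C, and lysed. Phospho-Akt Ser473 was read by HTRF as 665/615 ratio ×10^4.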
EPAC2 ag = qHTS for Agonist of cAMP-regulated guanine nucleotide exchange factor 4 (EPAC2): primary screen. Rap guanine nucleotide exchange factor 4 (Homo sapiens), Q8WZA2. EPAC2 activation, biochemical qHTS; response scale: 100% = 6.5 mM cAMP response. Potency, µM (titrated, usually from 154 µM), for inactives: at the highest dose activation, hits mostly activators. actives 0.079% (n = 360,000). AID 720711, 2013; further: potency means the concentration at half of the fitted maximal effect; nearly all actives have a fitted effect of over 50% in size
Target sequence (Q8WZA2 whole entry, looked up): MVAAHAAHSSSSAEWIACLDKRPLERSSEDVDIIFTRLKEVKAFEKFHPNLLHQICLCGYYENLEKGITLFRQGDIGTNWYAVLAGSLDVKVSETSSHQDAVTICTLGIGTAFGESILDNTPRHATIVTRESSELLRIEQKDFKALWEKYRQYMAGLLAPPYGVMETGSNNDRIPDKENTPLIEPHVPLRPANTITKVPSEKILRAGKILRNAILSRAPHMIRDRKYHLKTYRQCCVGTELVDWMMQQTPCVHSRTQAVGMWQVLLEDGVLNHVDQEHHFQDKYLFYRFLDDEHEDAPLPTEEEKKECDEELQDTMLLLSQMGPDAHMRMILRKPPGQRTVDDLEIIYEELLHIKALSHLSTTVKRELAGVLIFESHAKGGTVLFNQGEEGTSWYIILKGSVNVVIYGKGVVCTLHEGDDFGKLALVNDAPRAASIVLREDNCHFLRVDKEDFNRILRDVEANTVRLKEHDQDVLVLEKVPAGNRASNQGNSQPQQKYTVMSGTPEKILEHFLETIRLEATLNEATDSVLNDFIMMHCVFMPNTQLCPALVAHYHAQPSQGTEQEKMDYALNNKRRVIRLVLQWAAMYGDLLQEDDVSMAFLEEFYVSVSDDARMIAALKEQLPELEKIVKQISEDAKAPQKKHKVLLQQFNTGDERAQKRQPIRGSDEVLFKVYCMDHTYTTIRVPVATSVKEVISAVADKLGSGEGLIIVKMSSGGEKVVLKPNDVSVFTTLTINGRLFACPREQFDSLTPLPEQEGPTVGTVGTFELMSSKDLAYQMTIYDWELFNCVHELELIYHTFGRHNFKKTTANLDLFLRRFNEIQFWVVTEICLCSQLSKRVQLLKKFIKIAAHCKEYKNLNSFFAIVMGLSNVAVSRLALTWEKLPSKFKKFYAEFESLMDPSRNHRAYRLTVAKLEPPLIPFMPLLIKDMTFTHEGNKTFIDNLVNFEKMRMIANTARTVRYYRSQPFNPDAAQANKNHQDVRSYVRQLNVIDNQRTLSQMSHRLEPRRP
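Each well held 100 nM EPAC2, 250 nM RAP1B-BODIPY-GDP and 50 uM GDP. Fluorescence, read at 5-min intervals to 30 min, was referenced to a 6.5 mM cAMP positive control.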
Mm-Cpn inhibitor = Inhibitors of TCP-1 ring complex (TRiC) of Methanococcus maripaludis (MmCpn): qHTS. actives 0.031% (n = 330,000). Chaperonin Mm-Cpn (Methanococcus maripaludis). AID 504842, 2011. Potency, µM (doses to about 76.9 µM), without a hit: at the highest dose activity, negative = inhibition, hits mostly inhibitors. purified Mm-Cpn ATPase, ADP Transcreener TR-FRET; further: potency means the concentration at half of the fitted maximal effect; on the % scale 0 is the no-effect control and ±100 the full control effect; nearly all actives have a fitted effect of over 80% in size
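Reaction buffer contained 30 mM Tris pH 7.4, 100 mM KCl, 5 mM MgCl2 and 1 mM DTT. Mm-CPN (25 nM final) hydrolysed 10 uM ATP over 30 min at 37°C; ADP was read by HTRF.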
EPAC2 antag = qHTS for Antagonist of cAMP-regulated guanine nucleotide exchange factor 2 (EPAC2): primary screen; actives 0.18% (n = 360,000); Potency, µM (doses to about 114 µM), without a hit: at the highest dose activity, negative = inhibition, most hits filed as inhibitors; EPAC2 GEF exchange of Rap1B-BODIPY-GDP, fluorescence; AID 720708, 2013; Rap guanine nucleotide exchange factor 4 (Homo sapiens), Q8WZA2; further: potency means the concentration at half of the fitted maximal effect; on the % scale 0 is the no-effect control and ±100 the full control effect; nearly all actives have a fitted effect of over 45% in size; many of its hits are not listed in these tables
An asterisk follows results filed as active; i = inactive; ? = inconclusive; · = no result given; [ ] = another dose, or the depositor's remark. Unless noted, the call rests on the fitted dose curve; in most records, active means well fitted curve in the direction sought with a large enough effect; inconclusive means small, poorly fitted or top-dose-only effect, or another doubt; inactive means no such curve, though single readings can be large; an effect the other way counts as inactive or inconclusive.

SMILES | D3 ag | PTHR1 agonist | DRD3 antagonist | CCT modulator | pAkt inh | EPAC2 ag | Mm-Cpn inhibitor | EPAC2 antag
O=Cc1cn(CC(=O)Nc2ccc(F)cc2)c2ccccc12 | 10 | -18% | 9 | -1.4 | i | 5% | 1% | -7%
CCOCCCNC(=O)c1cccs1 | -6 | -4%[57.5 µM] | 0 | -6.0 | -116%* | 5% | -2% | 2%
CCn1c(SCC(=O)N2CCOCC2)nc2ccccc21 | -13 | i | 0 | 2.5 | i | 2% | -1% | 3%
C[C@H](NC(=O)c1ncn2c1C(=O)N[C@@H](C)C2)c1ccccc1 | -10 | -12% | 0 | -3.2 | i | -5% | · | -4%
Cc1ccc(-n2c(-c3ccco3)n[nH]c2=S)cc1 | -5 | i | -23 | 0.9 | i | 2% | -18% | 6%
COc1ccc(NC(C)C(=O)N/N=C/c2ccccc2OCc2ccc(Br)cc2)cc1 (stereo not drawn) | -3 | i | -21 | -2.3 | i | 4% | 1% | -5%
CN(C)S(=O)(=O)c1ccc2nc(NC(=O)c3cccs3)sc2c1 | 3 | -69%[inhibitor][57.5 µM] | 21 | 1.2 | i | -12% | ? | -7%
Cc1ccc(C(=O)NCC(=O)Nc2ccc(C)c(S(=O)(=O)Nc3ccc(Cl)cc3)c2)s1 | -18 | i | -17 | 0.7 | i | 16% | -1% | -4%
Cc1c(CN(C)C(=O)c2sc3cc(Cl)ccc3c2Cl)cnn1C | 2 | i | 6 | -1.4 | i | -2% | -2% | 4%
Fc1ccccc1C(c1nnnn1C1CCCC1)N1CCN(Cc2ccccc2)CC1 (stereo not drawn) | -17 | -3%[57.5 µM] | -18 | 0.9 | i | 19% | -1% | -9%
COC(=O)C1CCN(C(=O)c2cc(OC)c(OC)c(OC)c2)CC1 | 15 | -22% | ? | 1.2 | i | 3% | -1% | 5%
COc1ccc2c(c1)-c1c(ssc1=S)C(C)(C)N2S(=O)(=O)c1ccc(C)cc1 | -36 | -7% | ? | -1.1 | i | 13% | -1% | 0%
CCCc1nc2c(sc3nc4c(cc32)COC(C)(C)C4)c(=O)n1CCN(CC)CC | -7 | i | 0 | -4.1 | i | -1% | -7% | -2%
O=C(Nc1cccc(Br)c1)c1cccc(OC(=S)N2CCOCC2)c1 | -5 | -91%[inhibitor] | -27 | -10 | i | 19% | -16% | -20%
CC(C(=O)Nc1ccccc1)N1CCN(c2ccccn2)CC1 (stereo not drawn) | 22 | -3% | 12 | -1.9 | i | 4% | 2% | 10%
COc1ccc(C(=O)OCC(=O)NC(=O)NCc2ccccc2)cc1[N+](=O)[O-] | 1 | -1% | -9 | 0.7 | i | -1% | -1% | -2%
COCCOC(=O)c1c(C)oc2ccc(OS(C)(=O)=O)cc12 | -4 | -23% | 13 | 0.0 | i | 8% | 1% | 1%
O=C(C1CCN(c2nnc(N3CCCC3=O)s2)CC1)N1CCN(c2cccc(C(F)(F)F)c2)CC1 | 3 | -28% | 19 | -1.7 | i | 2% | 2% | -19%
O=C(COc1ccccc1Cl)Nc1ccc(N2CCN(C(=O)c3ccccc3)CC2)cc1 | 25 | -95%[inhibitor] | 65 | -0.5 | i | 11% | 0% | -17%
Cn1cnnc1SCC(=O)Nc1ccccc1Oc1ccccc1 | 8 | i | 5 | -1.0 | i | 0% | -3% | 5%
Cc1cc(C(=O)OCC(N)=O)c(C)n1-c1ccccc1 | -2 | -58%[inhibitor] | -12 | -0.5 | i | 3% | -3% | 1%
CCOC(=O)N1CCC(NC(=O)Cn2ncc3c2-c2cc(C)ccc2OC3)CC1 | -4 | -22% | 11 | -0.5 | i | 0% | 0% | -11%
Cc1cc(NC(=O)CN(C)CC(=O)Nc2ccc(F)c(F)c2F)no1 | 1 | i | -13 | 0.0 | i | 4% | 2% | -4%
Cc1ccc(-n2ncc(Cl)c2C(=O)NC2CC2)cc1 | 3 | -32%[inhibitor] | 11 | 1.9 | i | 1% | 3% | -6%
COc1ccc(C(=O)Nc2ccc3c(c2)OCCO3)cc1 | -1 | i | -14 | 0.2 | i | -2% | 0% | -7%
Cn1c(N/N=C\c2cccc(O)c2)cc(=O)n(C)c1=O | 2 | i | 3 | -0.2 | i | 4% | 0% | -2%
C/C(=C\c1ccc(F)cc1)C(=O)c1c(C)cc(C)[nH]c1=O | -2 | i | 4 | 0.8 | i | 4% | 2% | -4%
CC1(C)OC(=O)C=C[C@]2(C)[C@H]3CC[C@@]4(C)[C@H](C(=O)O)OC(=O)[C@H]5O[C@]54[C@]3(C)C(=O)C[C@@H]12 | 28 | -15% | -14 | 1.5 | i | 4% | 0% | 1%
COCCCNc1nc(N)c([N+](=O)[O-])c(NC2CCCCC2)n1 | 2 | -24% | 3 | -0.5 | i | 1% | 1% | 0%
O=C(CCCc1c[nH]c2ccccc12)N[C@@H](Cc1c[nH]c2ccccc12)C(=O)O | -5 | ? | 1 | -1.2 | i | 5% | -1% | 3%
CCCCC(=O)Nc1ccccc1Oc1ccccc1 | -1 | -6% | 26 | 0.0 | i | 7% | 2% | ?
CN(Cc1ccccc1)C(=O)C1CCN(S(=O)(=O)c2ccc(-n3cnnn3)cc2)CC1 | 6 | 0% | 0 | 0.9 | i | -6% | 0% | -7%
Cc1cc2oc(=O)cc(-c3ccccc3)c2c(C)c1-c1ccc(CO)cc1 | 14 | -9% | 15 | 0.5 | i | 11% | 4% | 0%
Cc1ccc2cccc([N+](=O)[O-])c2n1 | -14 | i | 0 | 0.5 | i | -1% | · | 0%
CC(=O)Nc1cccc(Oc2cc(C#N)c(C#N)cc2N2CCOCC2)c1 | -9 | i | -14 | 0.0 | i | 0% | -1% | 11%
CC(OC(=O)c1cc(=O)[nH]c2ccccc12)C(=O)NC1CCCCC1C (stereo not drawn) | -4 | i | -7 | -1.9 | i | 5% | 3% | 3%
CCOC(=O)C1CCN(CC(O)COc2ccc(C(C)(C)C)cc2)CC1 (stereo not drawn) | -1 | -6%[57.5 µM] | 0 | -1.2 | · | 0%[15.6 µM] | 0% | 5%
C=CCNC(=S)NNC(=O)CC12CC3CC(CC(C3)C1)C2 | 8 | i | 9 | 1.7 | i | -1% | -3% | 3%
Cc1sc(NC(=O)c2c(F)cccc2F)nc1-c1ccccc1 | 4 | -17% | -7 | 3.8 | i | 4% | -1% | -9%
CCCCOc1cccc(C(=O)N(Cc2ccccc2)C2CCS(=O)(=O)C2)c1 (stereo not drawn) | 6 | i | -10 | -5.1 | i | 7% | -2% | -13%
Cc1cccnc1CNC(=O)C1CCC(=O)N(CCc2cccc(F)c2)C1 (stereo not drawn) | 4 | i | 9 | -3.8 | i | 2% | 2% | 7%
Cc1cccc(C)c1NC(=O)c1cccc2c1-c1ccccc1C2=O | 5 | 9% | -9 | -0.4 | i | 3% | -2% | 7%
CCCCNC(=O)Nc1ccc(C2SCCS2)cc1 | -11 | i | 9 | 1.0 | i | -13% | -1% | -19%
Cc1ccccc1S(=O)(=O)N1[C@@H](c2cccc(Cl)c2)C(C(=O)OC(C)(C)C)=CC[C@H]1c1ccc(Cl)cc1 | -3 | -1% | 7 | 0.1 | i | -2% | · | -15%

This is a subset; count on the stated rates, not on these rows.
